Screens deposited in PubChem by The Scripps Research Institute Molecular Screening Center.
CHRM4 agonist: agonists of human muscarinic M4 receptor (CHRM4); P08173; CHO-K1 hM4/Gqi5, Fluo-8 calcium fluorescence; vehicle 0%, full acetylcholine response 100%; activation, % at 3 µM; 360,000 compounds, 0.14% hits;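 active means activation above the run mean over all test wells plus 3 SD, cut at about 32% in these data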;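 further: peak over basal fluorescence ratio per well then scaled between controls; 0% = DMSO wells and 100% = acetylcholine at EC100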
Target sequence (P08173 whole entry, looked up): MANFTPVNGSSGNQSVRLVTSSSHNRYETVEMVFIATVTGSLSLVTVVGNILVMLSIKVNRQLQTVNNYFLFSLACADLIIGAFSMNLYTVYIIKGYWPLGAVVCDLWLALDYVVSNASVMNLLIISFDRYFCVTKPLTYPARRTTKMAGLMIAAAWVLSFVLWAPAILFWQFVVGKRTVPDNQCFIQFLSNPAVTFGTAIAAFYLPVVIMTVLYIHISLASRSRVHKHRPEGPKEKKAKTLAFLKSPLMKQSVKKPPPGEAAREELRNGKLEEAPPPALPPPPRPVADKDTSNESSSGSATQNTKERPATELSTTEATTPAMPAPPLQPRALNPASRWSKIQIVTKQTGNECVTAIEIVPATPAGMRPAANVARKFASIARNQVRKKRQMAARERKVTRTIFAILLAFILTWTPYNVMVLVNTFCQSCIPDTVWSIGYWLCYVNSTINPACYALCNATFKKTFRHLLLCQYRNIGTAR
CHRM1 PAM: positive allosteric modulators of human M1 muscarinic receptor; P11229; CHO-K1 hM1, Fluo-8 calcium fluorescence, ACh EC20; 0% = ACh EC20, 100% = maximal ACh; activation, % at 3 µM; 360,000 compounds, 0.088% hits; in the data active means activation above about 19%, passing the limit was not always enough
CHRM1 agonist: agonists of human M1 muscarinic receptor; P11229; CHO-K1 hM1, Fluo-8 calcium fluorescence, agonist mode; 0% DMSO, 100% acetylcholine EC100; activation, % at 3 µM; 360,000 compounds, 0.33% hits;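 active means activation above the run's mean compound activation plus 3 SD, cut at about 16% in these data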;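 further: peak over basal fluorescence ratio within a 140 s kinetic read after compound addition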
CHRM5 PAM: CHRM5 positive allosteric modulation | activation, % at 3 µM | 360,000 compounds, 0.3% hits | CHO-K1 hM5, Fluo-8 calcium, ACh EC20 PAM; 0% = ACh EC20, 100% = ACh EC100 | AID 624038;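 active means activation above the run cutoff, the mean activation of all test compounds plus 3 SD, cut at about 18% in these data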
Target sequence (P08912 whole entry, looked up): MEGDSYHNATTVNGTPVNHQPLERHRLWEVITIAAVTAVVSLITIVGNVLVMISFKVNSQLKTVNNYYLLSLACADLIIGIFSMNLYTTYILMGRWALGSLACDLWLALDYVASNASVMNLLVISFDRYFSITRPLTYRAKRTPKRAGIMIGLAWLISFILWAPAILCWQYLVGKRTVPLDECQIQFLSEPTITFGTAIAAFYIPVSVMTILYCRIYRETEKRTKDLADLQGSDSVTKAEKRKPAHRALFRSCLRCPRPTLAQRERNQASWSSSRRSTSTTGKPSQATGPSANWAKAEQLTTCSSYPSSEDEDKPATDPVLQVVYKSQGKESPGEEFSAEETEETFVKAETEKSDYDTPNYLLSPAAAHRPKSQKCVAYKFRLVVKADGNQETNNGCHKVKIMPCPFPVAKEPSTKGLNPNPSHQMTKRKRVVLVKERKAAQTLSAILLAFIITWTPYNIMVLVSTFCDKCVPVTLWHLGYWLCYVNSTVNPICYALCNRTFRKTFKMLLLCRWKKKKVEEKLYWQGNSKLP
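Assay system: CHO-K1 hM5 cells. Also added: acetylcholine at EC20 concentration, added after compound. Dosing: 3 µM, single dose. Times: compound preincubation 140 s before EC20 acetylcholine addition. Signal: Fluo-8 calcium fluorescence. Measure: % activation relative to EC20 and EC100 ACh responses. Repeats: singlicate, one well per test compound.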
CHRM4 antagonist: antagonists of human muscarinic M4 receptor (CHRM4); P08173; CHO-hM4 cells, ACh EC80, Fluo-8 calcium fluorescence; inhibition, % at 3 µM; 360,000 compounds, 0.73% hits; AID 624125;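 active means inhibition above its plate's cutoff, the mean inhibition of sample wells plus 3 SD, cut at about 27% in these data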;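 further: 0% = acetylcholine EC80 with DMSO and 100% = DMSO without agonist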
CHRM5 antagonist: CHRM5 antagonism in calcium assay; P08912; 360,000 compounds, 0.59% hits; CHO-hM5 cells, Fluo-8 calcium fluorescence, ACh EC80; inhibition, % at 3 µM;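 active means inhibition above a per-plate cutoff, the mean of that plate's test compounds plus 3 SD, cut at about 27% in these data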;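 further: 0% = acetylcholine EC80 with DMSO and 100% = DMSO without agonist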
CHRM1 antagonist: antagonists of human M1 muscarinic receptor | P11229 | inhibition, % at 3 µM | 360,000 compounds, 1.3% hits | CHO-K1 hM1, Fluo-8 calcium fluorescence, ACh EC80 antagonist;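 active means percent inhibition above its own plate's cutoff, namely the mean of that plate's compound wells plus 3 SD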;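 further: peak over basal fluorescence ratio during 140 s after agonist addition; 0% = ACh EC80 plus DMSO and 100% = DMSO alone without agonist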
CHRM5 agonist: CHRM5 agonism in calcium assay; activation, % at 3 µM; 360,000 compounds, 0.19% hits; CHO-K1 hM5 cells, Fluo-8 calcium fluorescence; 0% DMSO wells, 100% maximal acetylcholine response; P08912;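 active means activation above the run's mean over test compounds plus 3 SD, cut at about 23% in these data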;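 further: signal is peak over basal fluorescence ratio across the kinetic read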
TAAR1 agonist: human TAAR1 agonism; activation, % at 3 µM; CHO RD-HGA16 TAAR1, Fluo-8 calcium fluorescence; vehicle wells 0%, saturating PEA agonist 100%; Q96RJ0; 360,000 compounds, 0.99% hits;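 active means activation above the mean activation of all test compounds in the run plus 3 SD, cut at about 38% in these data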
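Test system: RD-HGA16 (CHO) cells co-expressing Gα16 and hTAAR1; dosing: one-point dosing at 3 µM (nominal); timing: 17-24 h seeding, 75 min 37 °C dye, 30 min RT; signal: kinetic Fluo-8 calcium fluorescence; read-out basis: % activation relative to PEA EC100 response; controls: DMSO and PEA EC100; replicates: n 1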
* = called active by the depositor; x = not tested or not shown; & = joins results of further samples.

SMILES	CHRM4 agonist	CHRM1 PAM	CHRM1 agonist	CHRM5 PAM	CHRM4 antagonist	CHRM5 antagonist	CHRM1 antagonist	CHRM5 agonist	TAAR1 agonist
COC(=O)c1cccc(NC(=O)CN(c2ccc3c(c2)OCO3)S(C)(=O)=O)c1C	3	3	-2	-3	-2	7	-3	-3	13
CCS(=O)(=O)N1CCC(C(=O)c2ccc(Cl)cc2)CC1	1	4	-3	0	-8	6	-10	0	4
CCCCNC(=O)N(O)C1N(/N=C/c2ccc(N(C)C)cc2)C(=S)SC1(C)C (centres undefined)	0	2	4	-4	4	4	0	-3	-1
Cc1cccc(NC(=O)Cn2nnc3ccccc32)c1	1	-6	-2	5	-1	7	-1	-2	18
Cc1ccc(N2CC(C(=O)NCc3nnnn3-c3ccc(C)c(C)c3)CC2=O)cc1 (centres undefined)	1	10	-3	-1	3	9	-10	-4	1
COc1cc2c(O)c3c(c(-c4ccc5c(c4)OCO5)c2cc1OC)C(=O)OC3	0	-10	-3	-4	3	1	2	0	3
S=C(N/N=C/c1cccc2ccccc12)Nc1cccc(Cl)c1	0	0	-2	1	-2	-5	0	5	0
Cc1cc(NC(=O)C(C)SCC(=O)OCc2c(Cl)cccc2Cl)no1 (centres undefined)	5	-3	1	-8	-1	18	4	4	8
O=C(NCc1ccc(F)cc1)Nc1cccc(Cl)c1	5	-16	-4	-16	2	26	13	0	7
Cc1ccc(CNC(=O)C2CCN(S(=O)(=O)N3CC(C)CC(C)C3)CC2)cc1 (centres undefined)	1	9	-1	4	-3	-4	-18	-3	4
CC(=O)Nc1c(O)nc(SCC(=O)N2CCN(c3ccc(F)cc3)CC2)[nH]c1=O	2	9	-3	5	-13	-2	-17	-1	8
Cc1ccc(C(=O)O)cc1-c1ccc(/C=C2/NC(=O)N(c3ccccc3)C2=O)o1	-1	10	3	-3	6	2	2	3	6
Cc1ccc(-n2c(CNc3ccc(F)cc3)nnc2SCC(=O)O)cc1	20	-8	-4	-11	-8	18	21	2	7
Cc1ccc(CN2C(=O)CCC2C(=O)NC2CCCC2)cc1 (centres undefined)	1	12	-4	2	-9	-5	-19	-1	7
Cc1ccc(NC(=O)c2ccc(S(=O)(=O)NCc3ccco3)cc2)nc1	5	11	1	2	-4	-4	-9	-2	0
CCN1CCN(S(=O)(=O)c2cccc(S(=O)(=O)N3CCOCC3)c2)CC1	1	-7	-3	-5	11	13	5	-1	11
COc1ccc(OC)c(NC(=O)c2sc3nc(Cc4ccccc4)cc(C(F)(F)F)c3c2N)c1	0	2	-4	-7	8	8	-1	-1	5
Nc1nnc(COc2ccccc2)s1	0	1	-3	0	0	-7	8	0	9
C=CCc1ccccc1OCC(O)CN1CCN(Cc2ccc3c(c2)OCO3)CC1 (centres undefined)	3&2	-13&2	-6&-10	-3&0	4&0	1&-8	13&-5	-5&-6	8&2
O=C(c1ccccc1S(=O)(=O)NCc1ccccc1)N1CCCC1	2	14	1	0	5	3	-7	2	2
Cc1ccc(C(C)C)cc1OCCn1cncn1	0	2	-2	1	1	-5	-8	-1	0
NC(=O)NC1NC(=O)NC1=O (centres undefined)	1	1	-1	5	-14	-5	-8	2	1
COc1ccc(CN2CC(C(=O)NCCCOC(C)C)CC2=O)cc1 (centres undefined)	1	3	-3	5	-4	-1	-5	0	7
CCOC(=O)Cn1c(-c2ccc(OC)cc2)c(-c2ccc(OC)cc2)nnc1=O	0	5	-3	4	6	15	-7	-2	-1
CCn1c(O)c(N=NC(=O)CNC(=O)c2cccnc2)c2ccccc21	6	7	-4	-1	-17	-4	-5	0	1
Continuation:
SMILES	CHRM4 agonist	CHRM1 PAM	CHRM1 agonist	CHRM5 PAM	CHRM4 antagonist	CHRM5 antagonist	CHRM1 antagonist	CHRM5 agonist	TAAR1 agonist
COc1cc(OC)c(OC)cc1/C=C1\CCC(C2CCCC2)C1=O (centres undefined)	-2	-1	-5	0	-6	2	-1	-1	-2
CC1=NNC(=O)C1CC(=O)N/N=C(\C)c1ccco1 (centres undefined)	12	-1	-1	-1	7	-4	0	6	1
CCCCN1C(=O)C(CC(=O)NCC2CCCCC2)CC(C(=O)N2CCCCCC2)=C1C (centres undefined)	0	x	x	-2	-4	2	x	0	-2
CCn1nc(NS(=O)(=O)c2ccccc2)c2cc3ccccc3nc21	2	7	-2	0	4	3	-9	-4	0
CCCOc1ccccc1NC(=O)c1ccc(N)cc1	0	7	-2	2	9	-3	-7	-1	-1
O=C(Nc1nnc([C@@H]2C[C@H](O)[C@@H](CO)O2)s1)Nc1ccccc1F	1	-2	-2	-3	-9	-1	3	-1	5
Cc1cc(Br)c(NC(=O)CN(C)CCOc2ccccc2)c(Br)c1	0	-3	-7	-3	-2	4	0	-9	4
O=C(NC1CCN(Cc2ccccc2)CC1)c1ccc(Cn2c(=S)[nH]c3ccc(N4CCOCC4)cc3c2=O)cc1	-1	-3	-9	-3	8	2	4	-17	-1
O=C(c1ccccc1)N(Cc1ccccc1)Cc1ccccc1	0	-1	-5	0	10	-1	-9	-1	4
Cc1c(CN(C)CCc2ccccc2)c(=O)n(-c2ccccc2)n1C	1	-14	-9	4	1	-2	14	-3	26
O=C(Nc1c(-c2ccc3c(c2)OCO3)[nH][nH]c1=O)c1ccc2c(c1)OCO2	0	-2	-3	3	7	3	-7	1	1
O=c1/c(=C\c2cccn2-c2ccccc2)sc2nc3ccccc3n12	2	5	-1	-11	8	-3	-7	-7	1
Fc1ccc(NC(=S)Nc2cccnc2)c(Cl)c1	0	3	-4	7	-1	4	-5	-4	0
CCc1cc(=O)oc2c(C)c(OCC(=O)NCCCN3CCCC3=O)ccc12	2	20	-4	7	-4	-5	-18	-4	2
COC(=O)C1=C(C(=O)OC)[C@@H]2N(C)c3ccc(OC)cc3[C@@]23C[C@@H](C(=O)OC)N(C(=O)c2ccco2)C3=N1	0	4	-2	2	10	7	-1	0	9
CCOC(=O)N1CCC(N2CCN(S(=O)(=O)c3ccc(Cl)cc3)CC2)CC1	3	-15	39*	-4	12	2	-1	-1	5
Cc1ccc(-c2nnc(N3CCN(C(=O)CN4CCOCC4)CC3)c3ccccc23)cc1	-1	5	-6	-1	5	5	0	-2	2
CC[C@]1(c2ccccc2OC)C(=O)N(C(=O)OC)N1C(=O)OC	2	4	-4	6	-6	2	-4	2	1
CC1CCN(S(=O)(=O)c2cccc(C(=O)NC3CCS(=O)(=O)C3)c2)CC1 (centres undefined)	1	8	-2	-2	0	6	-14	1	3
COc1cccc(OC)c1C(=O)N1CCNCC1	1	12	-2	16	-12	-10	-20	0	7
O=C(Nc1ccc2c(c1)OCCO2)c1ccccc1F	1	5	-3	4	-2	4	-23	-5	2
COc1ccc(OCc2nnc(SCC(=O)Nc3ccc(C)cc3)o2)cc1	1	12	-2	3	-9	1	-12	-2	1
COc1ccc(Cl)cc1NC(=O)CN(C)C(=O)C12CC3CC(CC(Cl)(C3)C1)C2	6	1	-4	2	-14	-1	-1	-2	2
CCCn1nnc(NC(=S)NC(=O)C(C)(C)C)n1	1	10	-6	4	-10	-6	-6	-4	4
Cc1cc(=O)oc2cc(OC(=O)CCCCCN3C(=O)c4ccccc4C3=O)ccc12	1	7	-11	-4	0	1	-2	0	5
(next part)
SMILES	CHRM4 agonist	CHRM1 PAM	CHRM1 agonist	CHRM5 PAM	CHRM4 antagonist	CHRM5 antagonist	CHRM1 antagonist	CHRM5 agonist	TAAR1 agonist
CC(=O)N(NC(=O)c1ccccc1Cl)C1CC(=O)N(c2ccc(C)cc2)C1=O (centres undefined)	2	3	1	7	-2	-6	3	2	4
O=C(CSc1nc(C(F)(F)F)cc(=O)[nH]1)NCc1ccc2c(c1)OCO2	1	5	-2	9	6	-6	-4	1	2
COc1ccc(C(=O)Nc2ccnn2C2CCN(Cc3cn(C)nc3C)CC2)cc1	2	8	-4	13	-10	-14	-9	-4	2
Cc1nn(-c2ccccc2)c(-c2ccccc2[N+](=O)[O-])c1C(=O)O	0	14	-2	7	2	-9	-17	7	1
CC(C)C(=O)Nc1ccc(C(=O)NCc2cccnc2)cc1	0	9	-2	0	6	-1	-11	-2	8
O=C(O)CCCC(=O)Nc1ccc2c(c1)oc1ccccc12	-1	2	-3	-1	-12	0	-1	2	4
CCN(CC(=O)Nc1cccc(OC)c1)C(=O)C1CC(=O)N(Cc2ccccc2Cl)C1 (centres undefined)	2	11	-2	3	-2	-1	-13	0	1
COc1ccc(CCNC(=O)CNCC2CCCO2)cc1OC (centres undefined)	0	7	-3	-4	-5	-1	-10	-2	9
Cc1ccc2nc(Cl)c(/C=N/NC(=O)[C@H]3C[C@@H]3c3ccccc3)cc2c1	1	5	-5	5	-3	-3	-7	1	6
CCOc1ccc(C(=O)N[C@H](C(=O)Nc2ccc(OC)c(S(=O)(=O)N3CCOCC3)c2)C(C)C)cc1	0	-2	-4	-1	-21	-9	4	-3	-2
COc1cc2nc(N(CCCN(C)C)C(=O)c3ccc(C(=O)c4ccccc4)cc3)sc2cc1OC	11	2	-5	5	-6	4	1	3	17
CCCCn1c(N)c(N(CCOC)C(=O)C2CCN(C(=O)c3ccccc3C)CC2)c(=O)[nH]c1=O	0	5	1	-6	-15	1	-18	1	1
CCc1cc2c(=O)oc(-c3ccc(F)cc3)nc2s1	0	19	1	5	3	4	-14	4	7
NC(=S)Nc1cccc2[nH]ncc12	0	6	-5	6	1	6	-14	1	0
COc1cccc(C(=O)N(C)C(C)c2nc3ccccc3s2)c1 (centres undefined)	3	3	-1	-3	3	7	-2	-1	-2
CCCCN(C(=O)c1cc(S(=O)(=O)N2CCCCC2)ccc1Cl)c1c(N)n(CCC)c(=O)[nH]c1=O	0	3	-4	1	-9	-1	-4	1	14
O=C(CSc1n[nH]c(-c2ccco2)n1)Nc1ccccc1	0	7	-2	5	-8	0	-7	6	-1
NC(=O)c1ccccc1OCC(=O)NS(=O)(=O)c1ccccc1	0	1	-1	-1	-1	-1	8	3	11
O=C1CCc2cc(S(=O)(=O)Nc3ccc(C(F)(F)F)cc3)cc3c2N1CC3	7	9	2	-12	-15	1	-8	0	4
O=C(COc1ccc(Br)cc1CO)Nc1ccccc1	3	6	-3	-4	15	3	1	0	7
CC(C)c1ccccc1NC(=O)COc1ccc(C(=O)NCCc2ccccc2)cc1	8	3	-7	-9	7	4	-2	-1	3
CCN1CCN(c2ccc(S(=O)(=O)N3CCOCC3)cc2NC(=O)c2ccc(F)cc2Cl)CC1	1	9	-5	-3	-3	9	-15	-2	1
CCOC(=O)C1CCCN(C(=O)c2cccc(S(=O)(=O)N3CCOCC3)c2)C1 (centres undefined)	x	4	8	4	0	6	-3	9	4
O=C(CN1C(=O)NC(CCc2ccccc2)C1=O)N1CCCCCC1 (centres undefined)	1	3	-2	-1	-7	3	0	2	11

Another view of some results above:
SMILES | CHRM4 agonist | CHRM1 PAM | CHRM1 agonist | CHRM5 PAM | CHRM4 antagonist | CHRM5 antagonist | CHRM1 antagonist | CHRM5 agonist | TAAR1 agonist
O=C(CN1C(=O)NC(CCc2ccccc2)C1=O)N1CCCCCC1 (centres undefined) | 1 | 3 | -2 | -1 | -7 | 3 | 0 | 2 | 11
CCc1cc2c(=O)oc(-c3ccc(F)cc3)nc2s1 | 0 | 19 | 1 | 5 | 3 | 4 | -14 | 4 | 7

Not all compounds are listed, so the mix of outcomes need not match the whole.
